MrgX1 allo act: human MrgX1 positive allosteric modulation, primary screen; B-score at 10 µM; 0.63% of 310,000 active; Q96LB2; MrgX1-HEK293, Fluo-4 calcium flux, FDSS; stronger effect = higher value;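 active = plate-corrected calcium response at least 3 library SD above typical, normal starting fluorescence, not activating the receptor alone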;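 note: compound read alongside a low EC10 to EC30 dose of BAM8-22 agonist; peak minus trough fluorescence over baseline measured at the second addition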
MrgX1 antagonist: human MrgX1 receptor antagonism, primary screen; Q96LB2; MRGX1-HEK293 calcium flux, Fluo-4, BAM8-22 antagonism; stronger effect = lower value; B-score at 10 µM; 1.3% of 310,000 active;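 active = calcium-response B-score plate-corrected more than 3 library SD below zero, starting fluorescence within 5 deviations, no agonist response on first addition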;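 note: peak minus trough fluorescence over baseline after final BAM8-22 challenge near maximal dose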
TRPC4 act: TRPC4 (mouse) channel activation. Q9QUQ5. HEK293 TRPC4beta/mu-opioid, Fluo4 calcium fluorescence; stronger effect = higher value. B-score at 10 µM. 0.49% of 310,000 active;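 active = B-score above 5 SD of library B-scores, and initial fluorescence ratio not above library mean plus 5 SD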;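 note: positive B-score marks a calcium rise read as TRPC4 activation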
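Assay system: HEK293 stable line with TRPC4beta plus mu-opioid receptor; schedule: 45 min room-temperature Fluo4 loading, 110 s read; technique: kinetic Fluo4 calcium fluorescence; evaluation: integrated baseline-normalised fluorescence ratio, converted to per-well B score; controls: buffer (low) and maximal DAMGO (high)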
TRPC4 potent: TRPC4 (mouse) allosteric potentiation; Q9QUQ5; HEK293 TRPC4beta/mu-opioid, DAMGO EC20, Fluo-4 Ca2+ flux; stronger effect = higher value; B-score at 10 µM; 0.42% of 310,000 active; AID 2227;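 active = B-score of calcium response area above 5 SD of library B-scores, with initial fluorescence ratio within 5 SD of library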;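 note: B-score of integrated fluorescence ratio over time as area under calcium response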
TRPC6 inhibitor: mouse TRPC6 channel inhibition; 1.1% of 310,000 active; B-score at 10 µM; Q61143; HEK293-TRPC6, membrane potential dye, ACh-evoked depolarization; stronger effect = lower value;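 active = B-score under library mean minus 3 SD, initial fluorescence not abnormally high, positive integrated signal ratio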;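 note: B-score derived from integrated fluorescence ratio over the kinetic read; more negative B-score means stronger inhibition of depolarization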
Target sequence (Q61143 whole entry, looked up): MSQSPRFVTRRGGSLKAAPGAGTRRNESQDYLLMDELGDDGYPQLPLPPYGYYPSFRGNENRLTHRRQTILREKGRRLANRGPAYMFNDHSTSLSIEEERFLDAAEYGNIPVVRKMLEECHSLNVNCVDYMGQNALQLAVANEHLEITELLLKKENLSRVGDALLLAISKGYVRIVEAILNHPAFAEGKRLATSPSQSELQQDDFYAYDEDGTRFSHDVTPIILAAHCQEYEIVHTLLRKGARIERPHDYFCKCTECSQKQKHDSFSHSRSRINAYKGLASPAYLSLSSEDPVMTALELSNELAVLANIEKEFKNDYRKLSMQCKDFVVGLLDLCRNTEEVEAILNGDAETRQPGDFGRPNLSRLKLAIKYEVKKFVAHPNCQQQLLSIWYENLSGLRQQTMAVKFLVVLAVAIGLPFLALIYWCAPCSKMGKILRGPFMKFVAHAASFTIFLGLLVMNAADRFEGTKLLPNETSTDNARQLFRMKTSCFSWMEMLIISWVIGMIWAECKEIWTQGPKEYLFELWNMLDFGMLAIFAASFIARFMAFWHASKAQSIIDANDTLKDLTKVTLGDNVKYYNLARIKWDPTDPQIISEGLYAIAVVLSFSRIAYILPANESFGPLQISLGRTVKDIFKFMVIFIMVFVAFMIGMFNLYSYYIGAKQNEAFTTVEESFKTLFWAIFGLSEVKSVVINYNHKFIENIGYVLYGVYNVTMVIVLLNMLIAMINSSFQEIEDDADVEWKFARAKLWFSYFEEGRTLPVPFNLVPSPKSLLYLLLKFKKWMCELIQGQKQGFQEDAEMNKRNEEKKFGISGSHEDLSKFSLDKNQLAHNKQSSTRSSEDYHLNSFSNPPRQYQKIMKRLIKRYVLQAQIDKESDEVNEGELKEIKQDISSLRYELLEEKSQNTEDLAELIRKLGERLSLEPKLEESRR
TMEM16A act: activators or potentiators of mouse TMEM16A chloride channel | HEK293 TMEM16A/YFP-H148Q/I152L, iodide quench fluorescence; stronger effect = lower value | B-score at 10 µM | 0.3% of 340,000 active;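 active = fluorescence-ratio B-score plate-corrected deviation score at least 3 library SD below zero, with starting fluorescence score within 5 deviations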;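 note: channel opened by trigger with iodide after compound preincubation; score built on the fluorescence ratio of max minus min over baseline; more negative score means more quench and so TMEM16A activation or potentiation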
TRPC6 activator: mouse TRPC6 channel activation | HEK293-TRPC6 membrane potential dye fluorescence; stronger effect = higher value | B-score at 10 µM | 0.13% of 310,000 active | AID 2550;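 active = B-score of the integrated fluorescence ratio above library mean plus 3 SD, and starting fluorescence ratio within library mean plus 5 SD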;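 note: higher score means more depolarization so channel activation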
MrgX1 agonist: human MrgX1 receptor agonism, primary screen | Q96LB2 | MrgX1-HEK293 cells, Fluo-4 calcium fluorescence, agonist mode; stronger effect = higher value | B-score at 10 µM | 0.44% of 310,000 active;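 active = calcium response B-score plate-corrected fluorescence ratio at least 3 library SD, with starting fluorescence B-score inside 5 SD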
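System: HEK293 cells stably expressing human MrgX1 receptor; Dosing: test compound in the initial addition of three; Schedule: overnight plating, then 30 min 37 °C plus 30 min room-temperature dye loading; Detection: kinetic calcium dye fluorescence, Fluo-4 NW; Controls: per-plate positive and negative controls for Z′ factor.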
TRPC4 inh: blocks the mouse TRPC4 cation channel; AID 2247; B-score at 10 µM; 0.39% of 300,000 active; HEK293 TRPC4beta/mu-opioid, DAMGO-evoked Fluo4 calcium flux; stronger effect = lower value; Q9QUQ5;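 active = B-score over 3 SD under the library average, no early fluorescence shift, positive overall ratio signal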
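Signal: kinetic Fluo4 fluorescence imaging of calcium influx. Material: stable TRPC4beta/mu-opioid receptor HEK293 cells. Probe or stimulus: DAMGO in two steps, submaximal then maximal.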
TMEM16A inh: blocks the mouse calcium-activated chloride channel TMEM16A; HEK293 TMEM16A/YFP iodide influx fluorescence, ionomycin; normalized B-score (activity score, 25-100; higher = stronger inhibition) at 10 µM; 1.2% of 310,000 active;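 active = ratio plate-corrected score three or more library SD toward inhibition, starting fluorescence score within five deviations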;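 note: score derived from kinetic fluorescence span divided by baseline fluorescence per well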
RGS4 inh: human RGS4 inhibition; P49798; 0.45% of 310,000 active; AID 463165; HEK293 M3R/RGS4 inducible, Fluo-4 calcium flux; stronger effect = higher value; triggered by carbachol at its EC20; B-score at 10 µM;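 active = B-score, a plate-corrected calcium signal, over three deviations above library mean, with baseline fluorescence within five deviations of library mean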;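 note: RGS4 expression induced by doxycycline in cells with stable M3 receptor; B-score is computed from the integrated fluorescence ratio over baseline after carbachol; higher B-score means a larger calcium signal and so more RGS4 inhibition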
Numbers without * were called inactive; i = inactive; . = no result given.

SMILES	MrgX1 allo act	MrgX1 antagonist	TRPC4 act	TRPC4 potent	TRPC6 inhibitor	TMEM16A act	TRPC6 activator	MrgX1 agonist	TRPC4 inh	TMEM16A inh	RGS4 inh
Cc1cc(N2CCN(Cc3ccc4c(c3)OCO4)CC2)n2ncnc2n1	i	i	i	i	i	i	i	i	i	i	i
COc1ccc(/C=C2\SC(=S)N(CCC(=O)NCCCN3CCOCC3)C2=O)cc1	i	i	i	i	i	i	i	i	i	i	i
O=C(NCc1cccc(F)c1)C1CCC(=O)N(C2CCCC2)C1 (configuration not stated)	i	i	i	i	i	i	i	i	i	i	i
CC1NC(=S)N(Cc2ccccc2)C1=O (configuration not stated)	i	i	i	i	i	i	i	i	i	i	i
Cc1ccc2nc(C(=O)N3CCc4c([nH]c5ccccc45)C3c3ccccn3)cn2c1 (configuration not stated)	i	i	81*	i	i	i	i	i	i	i	i
CCOC(=O)Cc1nnc(NC(=O)CSc2nnc3c4ccccc4n(C(C)C)c3n2)s1	i	i	i	i	i	i	i	i	i	i	i
Cc1cc2ccccc2n2c(SCC(=O)NCc3cccs3)nnc12	i	i	i	i	i	i	i	i	i	i	i
O=[N+]([O-])c1cccc(/C=C/c2ccccn2)c1	i	i	i	i	i	i	i	i	i	i	i
O=C(Cc1cn2ccsc2n1)Nc1ccccn1	i	i	i	i	i	i	i	i	i	i	i
O=C(Nc1ccc2c(c1)OCCO2)c1ccc(Cl)c(S(=O)(=O)N2CCCCC2)c1	i	i	i	i	i	i	i	i	i	i	i
O=C(NC1CCCCC1)C(c1cccnc1)N(C(=O)c1csnn1)c1ccc(F)cc1 (configuration not stated)	i	i	i	i	i	i	i	i	i	i	i
Cc1ccc2cc3cc(C(=O)NC4CCCCC4)oc3nc2c1	i	i	i	i	i	i	i	i	i	i	i
CCCCn1c(CNC(=O)C23CC4CC(CC(C4)C2)C3)nnc1SCC(=O)Nc1nnc(C)s1	i	i	i	i	i	i	i	i	i	i	i
Cc1nn(-c2cccc(Cl)c2)c2nc(C(F)(F)F)[nH]c(=O)c12	i	i	i	i	i	i	i	i	-8*	100*	i
Nc1nc(-c2ccccc2)nc2sc3c(c12)CCCC3	i	i	i	i	i	i	i	i	i	i	i
CCOC(=O)c1c(COc2ccccc2)oc2ccc(O)cc12	i	i	i	i	i	.	i	i	i	i	i
O=C(NCCNc1ccccc1[N+](=O)[O-])c1ccccc1F	i	i	i	i	i	i	i	i	i	i	i
Cc1cccc(N(Cc2cc3cc(C)ccc3[nH]c2=O)C(=O)c2cccs2)c1	i	i	i	i	i	i	i	i	i	i	i
CSc1ccc(-c2nc3cnccn3c2Nc2ccc3c(c2)OCO3)cc1	i	i	i	i	i	i	i	i	i	i	i
Cc1ccc(N(C(=O)CCCC(=O)Nc2ccccn2)C(C(=O)NC2CCCC2)c2ccc(O)cc2)cc1C (configuration not stated)	i	i	i	i	i	i	i	i	i	i	i
N#C/C=C1/NC(=O)c2ccccc2S1	i	i	i	i	i	i	i	i	i	i	i
Nc1nc2c(ccc3ccccc32)s1	i	i	i	i	i	i	i	i	i	i	i
COc1cc(NC(C)CCc2ccccc2)cc(OC)c1OC (configuration not stated)	i	i	i	i	i	i	i	i	i	i	i
COc1cccc(/C=N/Nc2nccnc2Cl)c1O	.	.	i	i	i	i	i	.	i	.	i
COc1cc(C(=O)N/N=C/c2sccc2C)cc(OC)c1OC	.	.	i	i	i	i	i	.	i	.	i
O=c1ccc(Oc2nc(N3CCCCC3)nc(N3CCCCC3)n2)n[nH]1	i	-5.5*	i	i	i	i	i	i	i	i	i
COc1ccc(C(c2nnnn2Cc2ccccc2)N2CCN(c3nc4ccccc4s3)CC2)cc1 (configuration not stated)	i	i	i	i	i	i	i	i	i	i	i
CCCCn1c(SCC(=O)N2CCN(c3ccccc3)CC2)nc2ccsc2c1=O	i	i	i	i	i	i	i	i	i	i	i
O=c1c2ccccc2oc2ccc(NCCCN3CCOCC3)cc12	i	i	i	i	i	i	i	i	i	i	i
CC1CCN(c2oc(-c3ccco3)nc2S(=O)(=O)c2ccccc2)CC1	i	i	i	i	i	i	i	i	i	i	i
CCCCN1C=C(C(=O)OC)C(c2ccccc2C(F)(F)F)C(C(=O)OC)=C1	i	i	i	i	i	i	i	i	i	i	i
Cc1ccc(S(=O)(=O)CCC(=O)Nc2nc3c(s2)CCCC3)cc1	i	i	i	i	i	i	i	i	i	i	i
C=CCNC(=O)c1cnc2n(c1=O)CCS2	i	i	i	i	i	i	i	i	i	i	i
CCCNS(=O)(=O)c1ccc(CCC(=O)N2CCCC2)cc1	i	i	i	i	i	i	i	i	i	i	i
O=C(NCCCNC(=O)c1ccccc1F)c1ccco1	i	i	i	i	i	i	i	i	i	i	i
COc1ccc(C)cc1S(=O)(=O)Nc1ccc(F)cc1	i	i	i	i	i	i	i	i	i	i	i
O=C(CSc1nc2ccccc2n1Cc1ccccc1)N/N=C/c1ccccc1C(=O)O	i	i	i	i	i	i	i	i	i	i	i
CCOc1cc(/C=N/NS(=O)(=O)c2ccc(OC)cc2)ccc1OCCN1CCOCC1	i	i	i	i	i	i	i	i	i	i	i
C=CCn1c(SCC(=O)c2[nH]c(C)c(C(=O)OC)c2C)nc2scc(-c3ccc(OC)c(OC)c3)c2c1=O	i	i	i	i	i	i	i	i	i	i	i
O=C(NCc1nc2ccccc2[nH]1)c1c(F)c(F)c(F)c(F)c1F	i	i	i	i	i	i	i	i	i	i	i
COc1ccc(N2CCN(C(=O)CNC(=O)Cc3ccc(Cl)cc3)CC2)cc1	i	i	i	i	i	i	i	i	i	i	i
Cn1nnnc1SCc1cccc2ccccc12	i	i	i	i	i	i	i	i	i	i	i
COCc1nnc(NC(=O)CCCOc2ccccc2OC)s1	i	i	i	i	i	i	i	i	i	i	i
CCOC(=O)CNC(=O)CSc1nnc(-c2cccc(OC)c2)n1CC	i	i	i	i	i	i	i	i	i	i	i
CCCCCc1c(O)nc(SCCN2CCOCC2)[nH]c1=O	i	i	i	i	i	i	i	i	i	i	i
CC(=O)c1ccc(OCc2cc([N+](=O)[O-])cc3c2OCOC3)cc1	i	i	i	i	i	i	i	i	i	i	i
CCOc1cc(NC(=S)NCC2CCCO2)c(OCC)cc1NC(=O)c1ccccc1 (configuration not stated)	i	i	i	i	i	i	i	i	i	i	i
CN(C)c1ccc(/C=N/N=C(N)N)cc1[N+](=O)[O-]	i	i	i	i	i	i	i	37*	i	i	i
O=c1c2ccccc2c(/C=N/n2cnnc2)c(O)n1-c1ccccc1F	i	i	i	i	i	i	i	i	i	i	i
O=C(OCc1cccc([N+](=O)[O-])c1)c1ccc[nH]c1=O	i	i	i	i	i	i	i	i	i	i	i
COc1ccc(CNC(=O)c2c(N)n(CCCN3CCOCC3)c3nc4ccccc4nc23)cc1	i	i	i	i	i	i	i	i	i	i	i
CCOC(=O)c1[nH]c2ccccc2c1NC(=O)c1ccc(S(=O)(=O)N(C)C)cc1	i	i	i	i	i	i	i	i	i	i	i
COc1cccc(/C=N/Nc2cc(-n3nc(C)cc3-c3ccccc3)ncn2)c1O	i	i	i	i	i	i	i	i	i	i	i
COc1ccc(C(=O)NC2CC2)cc1OC1CCN(Cc2cnn(C)c2)CC1	i	i	i	i	i	i	i	i	i	i	i
CCOc1ccccc1C(=O)N1CCC(n2nnc3cc(C(F)(F)F)ccc32)CC1	i	i	i	i	i	i	i	i	i	i	i
CCOC(=O)c1cnc(Nc2nc3ccccc3o2)nc1CSC(=S)N1CCCCC1	i	i	i	i	i	i	i	i	i	i	i
CCN(CC)CCOc1ncnc2c1oc1ccccc12	i	i	i	i	i	i	i	i	i	i	i
CCn1c(Cc2ccccc2)nnc1SCc1ccc([N+](=O)[O-])cc1	i	i	i	i	i	i	i	i	i	i	i
CC(C)NC(=O)CC(c1ccccc1)c1cc(Br)ccc1O (configuration not stated)	i	i	i	i	i	i	i	i	i	i	i
CCc1nc(NCCc2ccccn2)c2nnn(Cc3ccccc3F)c2n1	i	i	186*	i	i	i	i	i	i	i	i
The list continues.
SMILES	MrgX1 allo act	MrgX1 antagonist	TRPC4 act	TRPC4 potent	TRPC6 inhibitor	TMEM16A act	TRPC6 activator	MrgX1 agonist	TRPC4 inh	TMEM16A inh	RGS4 inh
CCN(c1cccc2ccccc12)S(=O)(=O)c1ccc(Cl)nc1	i	i	i	i	i	i	i	i	i	i	i
NS(=O)(=O)c1ccc(CCNC(=O)COC(=O)CCc2ccccc2)cc1	i	i	i	i	i	i	i	i	i	i	i
CN(C)CCOC(=O)/C(=C/c1cn(C)c2ccccc12)NC(=O)c1ccccc1	i	i	i	i	-7.7*	i	i	i	i	i	i
Cc1ccc(S(=O)(=O)c2cc3ccccc3oc2=O)cc1	i	i	i	i	i	i	i	i	i	i	i
CCS(=O)(=O)c1ccc2c(c1)N(S(=O)(=O)c1ccc(Cl)cc1)CC(C(=O)O)O2 (configuration not stated)	i	i	i	i	i	i	i	i	i	i	i
COc1cccc2c1cc1c(=O)n(CC(=O)N3CCCCCC3)nc(C)n12	i	i	i	i	i	i	i	i	i	i	i
O=C1OCC/C1=C\c1ccc2c(c1)OCO2	i	i	i	i	i	i	i	i	i	i	i
Cc1ccc(NC(=O)CN(c2cc(C)cc(C)c2)S(=O)(=O)c2c(C)noc2C)nc1	i	i	i	i	i	i	i	i	i	i	i

Exported as a markdown table: part of the list above
| SMILES | MrgX1 allo act | MrgX1 antagonist | TRPC4 act | TRPC4 potent | TRPC6 inhibitor | TMEM16A act | TRPC6 activator | MrgX1 agonist | TRPC4 inh | TMEM16A inh | RGS4 inh |
| --- | --- | --- | --- | --- | --- | --- | --- | --- | --- | --- | --- |
| CCS(=O)(=O)c1ccc2c(c1)N(S(=O)(=O)c1ccc(Cl)cc1)CC(C(=O)O)O2 (configuration not stated) | i | i | i | i | i | i | i | i | i | i | i |
| COc1cccc2c1cc1c(=O)n(CC(=O)N3CCCCCC3)nc(C)n12 | i | i | i | i | i | i | i | i | i | i | i |
| O=C1OCC/C1=C\c1ccc2c(c1)OCO2 | i | i | i | i | i | i | i | i | i | i | i |
